Bioassay records (PubChem)
tim23-1 inh – growth inhibitors of tim23-1 mutant yeast, primary screen, luminescence, uHTS | S. cerevisiae tim23-1 growth, BacTiter-Glo luminescence, 24 h | inhibition, % at 20 µM | actives 1.3% (n = 330,000);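 active = growth inhibition of the mutant yeast at or above 50%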;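 also: temperature-sensitive mutant grown at 25 °C; plate controls were DMSO-treated mutant yeast for no effect and medium wells lacking yeast for full effect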
tim10-1 inh – growth inhibitors of tim10-1 mutant yeast, primary screen, luminescence, uHTS. S. cerevisiae tim10-1 ts strain growth, BacTiter-Glo, 24 h. inhibition, % at 20 µM. actives 2.2% (n = 330,000). AID 463190, 2010;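 active = inhibition of at least 40%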;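 also: mutant grown at 25 °C; 0% = DMSO wells with yeast and 100% = wells holding no yeast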
MPTP block – mitochondrial permeability transition pore inhibitors, primary screen, biochemical, isolated mouse mitochondria, absorbance; inhibition, % at 10 µM; Ca2+ swelling absorbance, 30 min; actives 1.4% (n = 360,000);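 active = inhibition of 50% or more, scaled per plate between neutral and stimulator controls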;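 also: 0% = DMSO wells given calcium and 100% = 1 mM EGTA wells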
NLRP3 yeast inh – NALP3 inflammasome inhibitors in reconstituted yeast, primary screen, luminescence, uHTS. Yeast reconstituted NLRP3/ASC/caspase-1, beta-gal luminescence, 24 h. inhibition, % at 10 µM. actives 0.39% (n = 330,000). AID 2825, 2010;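 active = inhibition of 50% or more; inactive = inhibition below 50%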;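 also: plate controls were induced DMSO wells for no effect and uninduced yeast grown without galactose for full effect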
APJ antagonist – antagonists of human apelin receptor APJ, primary screen, CHO-K1 cells, beta-arrestin complementation, luminescence; actives 0.32% (n = 330,000); AID 2521, 2010; P35414; inhibition, % at 20 µM;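 active = inhibition above about 40% at 20 µM, limit read from the data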;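 also: cells challenged with 10 nM apelin-13 agonist together with compound; plate controls were apelin-13 plus DMSO wells for no effect and DMSO wells lacking apelin-13 for full effect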
Target sequence (P35414 whole entry, looked up): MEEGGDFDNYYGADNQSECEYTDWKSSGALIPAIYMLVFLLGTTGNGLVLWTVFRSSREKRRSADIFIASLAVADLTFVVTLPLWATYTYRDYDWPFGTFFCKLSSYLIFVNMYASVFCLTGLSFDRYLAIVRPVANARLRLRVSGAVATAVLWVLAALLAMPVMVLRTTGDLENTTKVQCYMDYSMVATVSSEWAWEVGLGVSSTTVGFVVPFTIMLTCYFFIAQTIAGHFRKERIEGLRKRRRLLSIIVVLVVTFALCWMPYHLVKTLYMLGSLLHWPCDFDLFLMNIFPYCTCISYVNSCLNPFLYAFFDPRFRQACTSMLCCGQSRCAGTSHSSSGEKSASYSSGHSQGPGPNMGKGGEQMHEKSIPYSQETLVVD
GRIN3A LBD mod – binders of NR3A ligand-binding domain, primary screen, biophysical, differential scanning fluorimetry, uHTS; Glutamate receptor ionotropic, NMDA 3A (GRIN3A) ligand-binding domain; Tm shift relative to glycine control, % at 25 µM; NR3A LBD differential scanning fluorimetry, Tm shift; 0% = protein alone, 100% = glycine-bound protein; actives 2.5% (n = 340,000);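 active = melting temperature shift of at least 10% of the positive control shift, at one fixed dose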
APJ agonist – agonists of human apelin receptor APJ, primary screen, CHO-K1 cells, PathHunter beta-arrestin, luminescence | 0% DMSO wells, 100% apelin | activation, % at 20 µM | actives 0.11% (n = 330,000) | AID 2520, 2010;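 active = activation more than six SD over the plate average, tested at 20 µM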;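 also: 0% = DMSO alone and 100% = apelin-13 at 10 nM; some results filed as inactive read as strong as hits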
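Assay system – PathHunter CHO-K1 APJ (AGTRL-1) beta-arrestin reporter cells · Compound – one dose, 20 µM compound, 1% DMSO · Timing – compound 90 min 25 °C, reagent 1 h · Measured by – luminescence from split beta-galactosidase complementation, Galacton Star/Emerald II substrate · Measure – beta-arrestin recruitment to APJ as agonist activity, luminescent signal · Benchmarks – DMSO vs Apelin-13 10 nM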
MIN6 prolif – inducers of MIN6 beta-cell proliferation, primary screen, ATP luminescence, uHTS; MIN6 cells proliferation, ATPlite luminescence, 48 h; cells starved in 0.2% serum; 100% = growth in 10% serum; proliferation, % at 10 µM; actives 0.29% (n = 330,000); AID 2380, 2010;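 active = compounds whose signal lies at least 3.5 SD above the mean of all wells on their plate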;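 also: 0% = DMSO-treated cells in low-serum medium and 100% = 10% serum control; some compounds called inactive have numbers as strong as hits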
TIM10 inh – growth inhibitors of isogenic TIM10 control yeast, primary screen, counter-screen for tim10-1 yeast inhibitor project, luminescence, uHTS. S. cerevisiae TIM10 strain growth, BacTiter-Glo luminescence, 24 h. inhibition, % at 10 µM. actives 1.4% (n = 330,000). AID 463195, 2010;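 active = inhibition of 40% or more at the single tested concentration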;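 also: wild-type TIM10 isogenic control strain grown at permissive 25 °C; 0% = DMSO yeast wells and 100% = minimal medium wells without yeast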
Active calls of the source: *; . = not tested or not shown.

SMILES | tim23-1 inh | tim10-1 inh | MPTP block | NLRP3 yeast inh | APJ antagonist | GRIN3A LBD mod | APJ agonist | MIN6 prolif | TIM10 inh
COc1ccc(/C=C/C(=O)NC(=S)N2CCN(C)CC2)cc1 | 14 | -3 | -0.5 | 14 | -9 | 0 | -3 | -3 | -1
CCOC(=O)c1cn2nc(Oc3ccccc3)ccc2n1 | 2 | 22 | 0.6 | 23 | -14 | 0 | -1 | -2 | 9
Nc1cc(=O)[nH]c(SCC(=O)Nc2cc(S(=O)(=O)N3CCCCCC3)ccc2Cl)n1 | 0 | -6 | 4.0 | 14 | -3 | -2 | -9 | 2 | -5
CCCCn1c(=O)n(C)c(=O)c2c3c(sc21)COC(C)(C)C3 | 20 | 17 | 2.2 | 21 | 11 | 1 | 0 | -2 | -6
CCSc1ccccc1C(=O)Nc1cccnc1 | -1 | 6 | 0.4 | 12 | 14 | -2 | -3 | 0 | -19
CSCCC(NC(N)=O)C(=O)Nc1ccc2ccccc2c1 (stereo unspecified) | 20 | 8 | -2.4 | 6 | -6 | 0 | 0 | -2 | -16
Nc1nonc1C(=O)N/N=C/c1ccncc1 | -5 | 3 | 0.8 | 5 | -5 | 1 | -2 | 2 | 1
Cc1ccc(/C=C2\CCn3c2nc2cc(C(=O)O)ccc2c3=O)c(C)c1 | 25 | 21 | -0.1 | 15 | -30 | -1 | -3 | -1 | 10
CCOc1ccc(NC(=O)CN(C)C(=O)c2ccccc2-n2cnnn2)cc1OCC | -12 | -15 | 0.5 | 10 | -4 | 1 | -2 | 5 | -10
CN(c1ccccc1)S(=O)(=O)c1ccc(NC(=O)c2ccccc2C(=O)O)cc1 | -5 | 11 | 4.0 | 4 | 9 | -1 | -3 | 0 | 8
O=C(C[C@H]1C/C=C\CC[C@@H](Cc2ccc(F)cc2)C(=O)OC[C@H]2CCCN2C1=O)NCCO | -3 | -2 | -0.7 | 17 | 7 | -3 | -3 | 0 | -1
COc1ccc(N(CC(=O)NCc2ccco2)S(C)(=O)=O)cc1OC | 5 | 1 | 1.5 | 24 | 2 | -1 | -1 | -2 | -3
CCOc1ccc(N(CC(=O)N2CCc3ccccc32)S(=O)(=O)c2c(C)noc2C)cc1 | 25 | 32 | -0.7 | -4 | 9 | 3 | -2 | -6 | 6
O=C(NCC(F)(F)F)Nc1cccnc1 | -11 | -19 | -0.4 | 11 | 0 | -3 | -2 | -2 | -9
O=C(NCCc1nc(-c2ccccc2Cl)no1)C1CCCCC1 | 8 | -6 | 0.3 | 35 | -10 | 1 | 4 | -3 | 1
O=C1c2ccccc2C(=O)N1CCc1csc(-c2ccc(F)cc2)n1 | 5 | 27 | -2.0 | 8 | 13 | 5 | 1 | -3 | 27
Cn1nccc1C(=O)Nc1ccn(C23CC4CC(CC(C4)C2)C3)n1 | 29 | 22 | 4.4 | 21 | -10 | -3 | -2 | 0 | 8
CCCCn1c(SCC(=O)NC2CC(C)(C)NC(C)(C)C2)nc2cc(S(N)(=O)=O)ccc21 | 17 | 6 | 0.9 | -5 | -8 | 2 | -2 | 2 | -24
c1ccc(C(c2nnnn2Cc2ccco2)N2CCN(C3CCCC3)CC2)cc1 (stereo unspecified) | 11 | 12 | -0.4 | 2 | -13 | -1 | 3 | -2 | 6
O=C1OC2(c3ccccc3)C3CCCC2C13 | 2 | 2 | 3.7 | -4 | 17 | 0 | -4 | 3 | -9

Given as a markdown table: part of the list above
| Compound | tim23-1 inh | tim10-1 inh | MPTP block | NLRP3 yeast inh | APJ antagonist | GRIN3A LBD mod | APJ agonist | MIN6 prolif | TIM10 inh |
| --- | --- | --- | --- | --- | --- | --- | --- | --- | --- |
| Nc1cc(=O)[nH]c(SCC(=O)Nc2cc(S(=O)(=O)N3CCCCCC3)ccc2Cl)n1 | 0 | -6 | 4.0 | 14 | -3 | -2 | -9 | 2 | -5 |
| CCCCn1c(=O)n(C)c(=O)c2c3c(sc21)COC(C)(C)C3 | 20 | 17 | 2.2 | 21 | 11 | 1 | 0 | -2 | -6 |
| O=C(NCC(F)(F)F)Nc1cccnc1 | -11 | -19 | -0.4 | 11 | 0 | -3 | -2 | -2 | -9 |
| O=C(C[C@H]1C/C=C\CC[C@@H](Cc2ccc(F)cc2)C(=O)OC[C@H]2CCCN2C1=O)NCCO | -3 | -2 | -0.7 | 17 | 7 | -3 | -3 | 0 | -1 |
| CCCCn1c(SCC(=O)NC2CC(C)(C)NC(C)(C)C2)nc2cc(S(N)(=O)=O)ccc21 | 17 | 6 | 0.9 | -5 | -8 | 2 | -2 | 2 | -24 |

(cont.)
SMILES | tim23-1 inh | tim10-1 inh | MPTP block | NLRP3 yeast inh | APJ antagonist | GRIN3A LBD mod | APJ agonist | MIN6 prolif | TIM10 inh
COc1cc(-c2nc3ccccc3s2)ccc1O | 52* | 50* | 1.1 | 26 | -42 | 9 | 6 | -2 | 49*
COc1cc(C(=O)C(=O)c2cc(OC)c(O)c(OC)c2)cc(OC)c1O | -3 | 5 | -0.7 | 11 | 20 | -1 | -2 | -2 | 0
COc1ccc2nc(SCC(=O)N(C)C3CCCCC3)c(C#N)cc2c1 | 29 | 36 | 4.9 | 8 | -20 | -2 | 1 | 3 | 31
O=C(COC(=O)c1cccc(Cl)c1)Nc1cccc(S(=O)(=O)NC2=NCCC2)c1 | 0 | 9 | -0.8 | 5 | 0 | 0 | -2 | -1 | 6
CCc1cc(=O)oc2c(C)c(O)c(CN3CCCCC3)cc12 | 11 | 20 | 0.2 | 2 | 2 | -1 | -1 | -4 | -13
Cc1cc(C(F)F)nn1CC(=O)NCc1ccco1 | -8 | -9 | -0.8 | 3 | 6 | -5 | -1 | 2 | -3
CCCC(=O)Nc1cc(OCC)c(NC(=O)NC2CCCCC2)cc1OCC | 12 | 7 | 1.5 | 15 | -9 | 1 | -1 | -2 | 10
CCCS(=O)(=O)c1ncc(Cl)c(C(=O)Nc2ccc(S(=O)(=O)Nc3ncccn3)cc2)n1 | -7 | 8 | -0.5 | 8 | 9 | 0 | -3 | -2 | -1
O=C(CC1NC(=S)NC1=O)c1ccc(Cl)cc1 (stereo unspecified) | -1 | -6 | 0.7 | -6 | 1 | 0 | -5 | 3 | -10
Cc1cc(NC(=O)C(C)SCC(=O)N(C)CC(=O)Nc2ccccc2Br)no1 (stereo unspecified) | 17 | 14 | -0.6 | 10 | 10 | 2 | -1 | 2 | 7
C=CCC(COCc1ccccc1)NS(=O)(=O)c1ccccc1Br (stereo unspecified) | 22 | 6 | 0.0 | 6 | 10 | 2 | -4 | -7 | 1
O=c1c2ccccc2nnn1CSc1ccc2ccccc2n1 | 28 | 22 | -4.7 | 25 | 18 | -1 | -2 | 0 | -1
CC(=O)N1c2ccc(S(=O)(=O)N3CCCC3C(=O)Nc3cccc(F)c3)cc2CC1C (stereo unspecified) | 17 | 3 | -1.1 | -1 | -44 | 3 | -4 | 2 | -6
Cc1ccc(-n2c(=O)c3cc4c(=O)n(-c5ccc(C)c(C)c5)c(=O)c4c(C(=O)c4ccc(C(=O)O)cc4)c3c2=O)cc1C | -5 | -4 | 3.2 | 8 | -31 | -1 | -2 | -2 | -5
CCN(CC(=O)Nc1ccc(OC)cc1)C(=O)c1cc(-c2cccs2)nn1-c1ccccc1 | 15 | 3 | -3.0 | 10 | 16 | 2 | 7 | -3 | 4
COc1ccc(CNC(=O)C(OC(=O)c2ccco2)c2ccc(F)cc2)cc1 (stereo unspecified) | 10 | 7 | -1.0 | 19 | 12 | -1 | -4 | 1 | -4
CCOC(=O)C(C#N)C(c1cccnc1)c1c(C)[nH][nH]c1=O (stereo unspecified) | 6 | -7 | -2.3 | 10 | 4 | -2 | 12 | -2 | 6
CCOC(=O)N1CCN(c2c(-c3ccc(C)c(C)c3)c(=O)c2=O)CC1 | 3 | 10 | 0.4 | 4 | 1 | -1 | 3 | -1 | 10
CC(C)C(NC(=O)c1ccc([N+](=O)[O-])cc1Cl)C(=O)N1CCCC1 (stereo unspecified) | 12 | 17 | 0.5 | -1 | 1 | 2 | -1 | 0 | -8
Cc1cccn2c(=O)c(/C=N/O)c(Nc3ccccc3F)nc12 | -14 | -1 | 2.4 | 9 | -15 | -1 | -2 | -3 | -9

Sorted by the number under APJ agonist (low to high): 5 of the compounds above
Molecule	APJ agonist
O=C(CC1NC(=S)NC1=O)c1ccc(Cl)cc1 (stereo unspecified)	-5
COc1ccc(CNC(=O)C(OC(=O)c2ccco2)c2ccc(F)cc2)cc1 (stereo unspecified)	-4
O=C(COC(=O)c1cccc(Cl)c1)Nc1cccc(S(=O)(=O)NC2=NCCC2)c1	-2
CCCC(=O)Nc1cc(OCC)c(NC(=O)NC2CCCCC2)cc1OCC	-1
COc1ccc2nc(SCC(=O)N(C)C3CCCCC3)c(C#N)cc2c1	1

More results follow:
SMILES | tim23-1 inh | tim10-1 inh | MPTP block | NLRP3 yeast inh | APJ antagonist | GRIN3A LBD mod | APJ agonist | MIN6 prolif | TIM10 inh
Cc1cc(C(=O)CSc2nnnn2C)c(C)n1-c1ccc2c(c1)OCCO2 | 32 | 39 | -0.8 | 8 | 3 | 6 | 3 | -4 | 3
COc1c(/C=N/NS(=O)(=O)c2ccc(C)cc2)c(CCN(C)C(C)=O)cc2c1OCO2 | 2 | -8 | -1.4 | 5 | -2 | -1 | -1 | -5 | -2
CCCC(=O)NC(=S)Nc1cccc(C(C)=O)c1 | 15 | 26 | -3.2 | 21 | 1 | 2 | 1 | 0 | 11
Cn1c(C(C)(O)C(O)c2ccccc2)nc2ccccc21 (stereo unspecified) | 20 | 10 | . | -5 | 4 | . | 1 | 0 | 1
O=C(Oc1cccc(C(=S)N2CCOCC2)c1)c1cccc(Cl)c1 | 49 | 39 | -0.2 | 11 | -9 | 3 | 11 | -2 | 17
CCOC(=O)N1CCN(C(=O)c2ccc(CN(c3ccccc3)S(C)(=O)=O)cc2)CC1 | -5 | 8 | 0.6 | -9 | 5 | -3 | -6 | 4 | 10
CC1(C)CCC[C@]2(C)C(CS(=O)c3ccccc3)=C(C=O)CC[C@@H]12 (stereo partly specified) | 67* | 29 | 11 | 22 | -16 | -4 | -1 | -3 | 49*
CC1(C)CC(=O)C(CC2=C(O)CC(C)(C)CC2=O)=C(O)C1 | 18 | 12 | -1.1 | -6 | -2 | 0 | -4 | -1 | 7
O=[N+]([O-])c1ccc(N2N=C(c3ccccc3)CC2c2ccccc2O)cc1 (stereo unspecified) | 9 | 13 | 43 | 20 | 19 | . | -4 | -5 | 42*
CSc1nc2cc(S(=O)(=O)N3CCCCC3)ccc2s1 | 28 | 22 | -0.9 | 49 | 0 | 2 | -5 | -1 | 8

Exported with tabs: part of the list above.
canonical_smiles	tim23-1 inh	tim10-1 inh	MPTP block	NLRP3 yeast inh	APJ antagonist	GRIN3A LBD mod	APJ agonist	MIN6 prolif	TIM10 inh
Cn1c(C(C)(O)C(O)c2ccccc2)nc2ccccc21 (stereo unspecified)	20	10	.	-5	4	.	1	0	1
CCOC(=O)N1CCN(C(=O)c2ccc(CN(c3ccccc3)S(C)(=O)=O)cc2)CC1	-5	8	0.6	-9	5	-3	-6	4	10
